Screening results deposited in PubChem by National Center for Advancing Translational Sciences (NCATS).
ELG1 genotoxic: induces genotoxicity in HEK293T cells with luciferase-tagged ELG1 | HEK293T ELG1-luciferase reporter, luminescence, 16 h | Potency, µM (doses to about 46 µM), for inactives: at the highest dose activity change, positive = activation, most hits filed as activators | 330,000 compounds, 1.3% hits | AID 504466; note: potency is the fitted concentration of half-maximal effect; % of control where 0% means no effect; nearly all actives have a fitted effect of over 60% in size
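Screening used a luciferase reporter fused to human ELG1 in HEK293T cells. Luminescence was read on a CCD plate imager after 16 hr exposure and 30 min ONE-Glo incubation.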
PTAP TSG101 blk: blocks PTAP/TSG101 interaction to inhibit HIV-1 budding; Q99816; Fluorescence polarization, FITC-PTAP peptide / Tsg101 binding; Potency, µM (highest dose often 115 µM), inactives show at the top dose activity change, negative = inhibition, actives largely listed as inhibitors; 340,000 tested, under 10 active; AID 493005; active = well fitted inhibition curve with a large enough effect in the main read-out, with a control signal flat, not every such curve was filed as active; inconclusive = small, poorly fitted or top-dose-only effect, or effect the other way, or a change in a side signal; inactive = no such curve, though single readings can be large or run the other way; note: potency is the fitted concentration of half-maximal effect; % of control where 0% means no effect
Target sequence (Q99816 whole entry, looked up): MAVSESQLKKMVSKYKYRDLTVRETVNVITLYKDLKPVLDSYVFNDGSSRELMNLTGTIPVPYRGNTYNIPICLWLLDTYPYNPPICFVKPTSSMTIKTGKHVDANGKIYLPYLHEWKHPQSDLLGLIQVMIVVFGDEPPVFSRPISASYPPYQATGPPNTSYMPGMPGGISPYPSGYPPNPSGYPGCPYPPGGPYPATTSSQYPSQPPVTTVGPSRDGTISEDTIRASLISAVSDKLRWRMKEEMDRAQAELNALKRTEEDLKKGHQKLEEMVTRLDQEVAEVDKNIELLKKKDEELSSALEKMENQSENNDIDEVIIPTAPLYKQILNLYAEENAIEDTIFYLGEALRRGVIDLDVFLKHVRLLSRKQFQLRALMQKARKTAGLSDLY
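Compounds were pin-transferred onto Tsg101 binding domain (10 uM final) in HEPES pH 7.5 buffer, then FITC-PTAP peptide was added at 50 nM final. After 20 min at RT, polarization reported peptide displacement across a qHTS concentration series.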
Integrin act MD: activates integrin-mediated alleviation for muscular dystrophy; alpha7betagal myoblasts, beta-gal FDG fluorescence, 48 h; Potency, µM (titrated, usually from 38.3 µM), without a hit: at the top dose activation, actives largely listed as activators; 350,000 compounds, 0.064% hits; AID 624291;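 note: potency is the fitted concentration of half-maximal effect; 100% = response of the positive control SU9516; nearly all actives have a fitted effect of over 60% in size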
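alpha7betagal+/- myoblasts (passage 13, 250/well) treated 48 h at 37C with compounds at 1:260 dilution of DMSO stock. Lysed, then beta-galactosidase activity read as FDG fluorescence (ex 480/em 540) after 30 min, with pre-read for autofluorescence.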
B2AR arrestin: beta2AR (human) beta-arrestin recruitment activity | P07550 | beta-arrestin recruitment to beta2AR, cell-based reporter | Potency, µM (titrated, usually from 46.1 µM), without a hit: top-dose activation, actives largely listed as activators | 330,000 compounds, 0.02% hits;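 note: potency is the fitted concentration of half-maximal effect; 0% = DMSO controls and full agonism = EC100 isoproterenol or metaproterenol; nearly all actives have a fitted effect of over 65% in size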
p53 reactivator: mutant p53 re-activation in reporter cells; H1299 p53-A138V BP100-luciferase reporter, luminescence, 24 h; Potency, µM (series often up to 92.2 µM), inactives show at the highest dose activity change, positive = activation, actives largely listed as activators; 320,000 compounds, 0.063% hits; AID 504706; note: potency is the fitted concentration of half-maximal effect; % of control where 0% means no effect; nearly all actives have a fitted effect of over 45% in size
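H1299 (p53-null), stable ts p53-A138V + BP100-Luc; 1000 cells/well, Opti-MEM/10% FBS; cpd 4 pt, 1:5; 24 h, 37 deg C, 5% CO2; detection reagent 10 min RT; luminescence.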
S-ASM inh: inhibitors of human secretory acid sphingomyelinase; P17405; placental ASM, HMU-PC fluorogenic substrate, 60 min; Potency, µM (highest dose often 57.5 µM), for the others: at the top dose activity change, negative = inhibition, most hits filed as inhibitors; 340,000 compounds, 0.006% hits; AID 504937; note: potency is the fitted concentration of half-maximal effect
Target sequence (P17405 47-631 limits assumed): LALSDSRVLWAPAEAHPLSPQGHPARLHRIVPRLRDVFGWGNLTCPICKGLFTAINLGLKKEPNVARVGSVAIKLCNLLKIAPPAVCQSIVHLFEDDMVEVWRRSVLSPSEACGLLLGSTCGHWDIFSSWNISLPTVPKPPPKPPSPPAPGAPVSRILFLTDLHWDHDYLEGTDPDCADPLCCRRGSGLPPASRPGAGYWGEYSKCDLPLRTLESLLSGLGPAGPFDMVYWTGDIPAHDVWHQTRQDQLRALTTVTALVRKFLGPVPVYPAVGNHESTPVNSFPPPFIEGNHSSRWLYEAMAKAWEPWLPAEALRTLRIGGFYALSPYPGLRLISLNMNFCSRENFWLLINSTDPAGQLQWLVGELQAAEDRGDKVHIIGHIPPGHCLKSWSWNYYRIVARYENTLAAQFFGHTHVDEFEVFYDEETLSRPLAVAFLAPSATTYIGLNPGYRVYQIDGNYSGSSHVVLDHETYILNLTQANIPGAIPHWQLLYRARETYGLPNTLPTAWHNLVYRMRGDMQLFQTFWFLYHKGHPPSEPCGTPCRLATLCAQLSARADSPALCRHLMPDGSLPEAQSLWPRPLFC
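qHTS format. ASM enzyme prepared from human placenta hydrolyses the fluorogenic substrate HMU-PC0 (9 uM final) over 60 min at 37 °C after a 10 min compound preincubation.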
uPA generation: cell surface uPA generation inhibition. cell surface uPA generation assay, qHTS. Potency, µM (top dose mostly 38.3 µM), inactives show top-dose activity change, negative = inhibition, usual class: inhibitors. 330,000 compounds, 0.31% hits. AID 540303; active = well fitted inhibition curve with a large enough effect; inconclusive = small, poorly fitted or top-dose-only effect; inactive = no such curve, though single readings can be large or run the other way; tested in mouse RAW 264.7 cells; note: potency is the fitted concentration of half-maximal effect; % is set by controls: 0 for no effect and ±100 for the full control effect; nearly all actives have a fitted effect of over 55% in size
USP2a block: USP2a (human) protease inhibition | O75604 | USP2 core, Ub-CHOP2 coupled fluorogenic reporter, 485/531 | Potency, µM (titrated, usually from 38.3 µM), inactives show at the top dose activity change, negative = inhibition, most hits filed as inhibitors | 330,000 compounds, 0.01% hits | AID 463254;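 note: potency is the fitted concentration of half-maximal effect; plate controls were DMSO wells for no effect and full inhibition by NEM control for full effect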
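USP2 core (10nM final) preincubated 30min RT with compound in 20mM Tris-HCl pH 8.0, 2mM CaCl2, 2mM beta-mercaptoethanol, 0.05% CHAPS; 25nM Ub-CHOP2 plus 25nM reporter substrate added, fluorescence (Ex485/Em531) read after 60min.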
TRPV1 agonist: agonists of human vanilloid receptor 1 (TRPV1) | Q8NER1 | TRPV1-expressing cells, Fluo-8 calcium influx, agonist mode | activation, % at 8.33 µM | 320,000 compounds, 0.19% hits | AID 540275; in the data active = activation above about 80%; inconclusive = between about 30% and that limit; note: 0% is about no effect
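TRPV1-expressing cells were cultured overnight at 35.5C and loaded with Fluo-8 calcium dye for 40 to 90 min at room temperature. After a 10 s baseline, compound was added and calcium influx was read kinetically for 3 min (ex 480/em 520 nm).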
BRCA1 expr up: BRCA1 expression activation | MCF7-BRCA1-FFLuc reporter, luminescence, 48 h; response scale: scaled: vehicle 0%, 10 µM genistein 100% | Potency, µM (series often up to 46.1 µM), without a hit: top-dose activation, actives largely listed as activators | 380,000 compounds, 1.1% hits; note: potency is the fitted concentration of half-maximal effect; nearly all actives have a fitted effect of over 80% in size; some results filed as inactive show a strong effect at the top dose
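Reporter cells (MCF7, BRCA1 promoter-firefly luciferase) received library compounds across a concentration series for 48 h. End-point luminescence was measured and concentration-effect curves derived after normalization.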
Eya2 phos inh: inhibitors of human Eya2 phosphatase activity; O00167; recombinant Eya2, OMFP fluorescence dephosphorylation (OMFP is methylfluorescein phosphate); Potency, µM (series often up to 76.9 µM), for inactives: at the top dose activity, negative = inhibition, hits mostly inhibitors; 330,000 compounds, 0.006% hits; note: potency is the fitted concentration of half-maximal effect; % is set by controls: 0 for no effect and ±100 for the full control effect
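Eya2 (0.2 uM) preincubated 10 min at ambient with compound, then OMFP substrate added at 50 uM; 10 min reaction in 50 mM HEPES pH 7.5, 50 mM NaCl, 5 uM MgCl2, 0.05% BSA, 1 mM DTT. Fluorescence read at Ex 485/Em 525 nm.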
The depositor's hits bear a star; i = inactive; ? = inconclusive; nt = no result given; [ ] = dose if it differs, or a comment. Unless noted, calls come from the whole dose curve; as a rule, active = well fitted curve in the direction sought with a large enough effect; inconclusive = small, poorly fitted or top-dose-only effect, or another doubt; inactive = no such curve, though single readings can be large; an effect the other way counts as inactive or inconclusive.

Values run as follows: ELG1 genotoxic	PTAP TSG101 blk	Integrin act MD	B2AR arrestin	p53 reactivator	S-ASM inh	uPA generation	USP2a block	TRPV1 agonist	BRCA1 expr up	Eya2 phos inh
CN(C)CC1CCCCC1C1(O)c2ccccc2CSc2sccc21 (stereo unspecified)
→ -2%	-3%	-43%	-0.4%	-21%	9%	-1%	0%	-1	-48%	-10%
Cc1ccc(NC(=O)Nc2cccc(Cl)c2)c(C(=O)O)c1
→ 8%	-7%	-21%	-0.1%	7%	6%	?	-4%	-4	25%	3%
CCN(CC)CCCNC(=O)c1cn(CCOC)c(=O)c2c1c1ccccc1n2C
→ -1%	-7%	-6%	-0.9%	-2%	12%	-1%	0%	1	1%	-12%
CCOC(=O)c1ccc(NC(=O)c2nc[nH]c2C(=O)NCCCNC(=O)c2[nH]cnc2C(=O)Nc2ccc(C(=O)OCC)cc2)cc1
→ -2%	nt	-4%	-0.4%	7%	2%	-8%	3%	3	6%	-1%
CC(=O)Oc1cc(C(=O)OCC(=O)N2CCc3ccccc3C2)cc(OC(C)=O)c1OC(C)=O
→ -4%	-2%	1%	-0.2%	23%	0%	-6%	4%	nt	-61%	-6%
COc1ccc(CCNC(=O)COC(=O)/C=C/c2ccc3c(c2)OCO3)cc1
→ 13%	-7%	-17%	-0.1%	?	1%	0%	2%	nt	34%	3%
COc1ccc(OC)c(NC(=O)C23CCC(C)(C(=O)C2)C3(C)C)c1 (stereo unspecified)
→ 0%	-8%	-13%	0.1%	1%	0%	-4%	0%	8	-5%	6%
Cc1c(Br)c([N+](=O)[O-])nn1C(C)C(=O)Nc1c(C)n(C)n(-c2ccccc2)c1=O (stereo unspecified)
→ -2%	-9%	-5%	-0.8%	-1%	0%	9%	0%	1	25%	-5%
O=C(O)CC1(CC(=O)Nc2cccc(C(=O)O)c2)CCCC1
→ 13%	-2%	20%	-0.3%	10%	-5%	9%	4%	3	77%	-15%
CC[C@@]1(C(=O)OC)N[C@H](CN(C)S(=O)(=O)c2ccc(F)cc2)[C@@H]2C(=O)N(C)C(=O)[C@@H]21
→ 2%	-3%	9%	-0.4%	0%	2%	7%	4%	nt	-1%	-23%
Cc1ccc(S(=O)(=O)Nc2cccc(C(=O)NCC(C)(C)N3CCOCC3)c2)cc1F
→ -2%	-3%	-10%	0.8%	2%	1%	-9%	3%	-1	-25%	0%
CN(C)CCCn1c2c(c(SCC(=O)Nc3ccc4c(c3)OCCO4)nc1=O)CCC2
→ 0%	-1%	0%	-2.3%	-2%	-1%	1%	1%	1	-49%	-16%
COc1ccccc1C(=O)Nc1ccc(OCC(=O)N2CC(C)OC(C)C2)cc1 (stereo unspecified)
→ 9%	-4%	-1%	-0.2%	?	-3%	?	2%	1	90%	-15%
Cc1nc2cc(C(=O)NCCN3CCOCC3)ccc2n1-c1ccc(F)cc1F
→ -3%	-7%	-3%	-0.2%	-2%	-1%	-9%	0%	0	-15%	-18%
CC1CCCCN1C(=O)CSc1nnc(-c2ccc(Cl)s2)o1 (stereo unspecified)
→ 13%	-4%	10%	-0.3%	?	-1%	6%	-1%	?	?	11%
CCCCNC(=O)c1ccccc1C(=O)NC1(C(=O)NCCCC)CCCC1
→ nt	-1%	14%	nt	nt	-2%	-3%	nt	nt	10%	nt
O=C(c1ncn(Cc2ccccc2)c1C(=O)N1CCN(c2ccccc2)CC1)N1CCN(c2ccccc2)CC1
→ -4%	-6%	12%	0.3%	1%	-2%	-27%	-3%	nt	-12%	-25%
CC[C@@H]1C(c2cccc(Cl)c2)=NN(c2ccc(Br)cc2)[C@H]1C(=O)N1CCOC1=O
→ 2%	-5%	-4%	2.7%	?	i	4%	0%	nt	-11%	-7%
Cc1csc(SCc2c(C(=O)O)oc3ccccc23)n1
→ 2%	-4%	15%	-0.2%	-6%	5%	0%	2%	-5	-19%	1%
CC(C)C[C@H](NC(=O)C1CC(=O)N(c2ccc3c(c2)OCCO3)C1)C(=O)N1CCCCC1 (stereo partly specified)
→ 1%	-9%	-29%	0.2%	3%	0%	5%	3%	0	12%	6%
CC(C)C[C@H](NC(=O)N1CCn2c1nc1ccccc12)C(=O)NC1CC1
→ 0%	-5%	?	0.1%	-6%	-5%	9%	-2%	3	-5%	5%
CN(C)/C=C(\C#N)S(=O)(=O)c1ccccc1
→ 1%	-7%	17%	-0.2%	0%	10%	19%	0%	-1	15%	-3%
O=C1NC(=O)[C@@H]2C3c4ccccc4C=CN3[C@H](C(=O)c3cccs3)[C@H]12 (stereo partly specified)
→ 16%	nt	nt	0.2%	12%	nt	nt	13%	-4	nt	10%
O=C(NCCc1cccs1)C12CN(Cc3ccccc3)CC1C(c1cccc([N+](=O)[O-])c1)=NO2 (stereo unspecified)
→ 0%	2%	7%	-0.1%	-1%	0%	8%	-7%	7	12%	-23%
c1ccc(CCn2nnnc2CN2CCN(C3CCCC3)CC2)cc1
→ 5%	-1%	-4%	-0.8%	-1%	3%	-1%	1%	6	-23%	2%
CCOC(=O)c1ccc(Nc2ncnc3ccccc23)cc1
→ -3%	-5%	0%	0.1%	1%	-1%	7%	1%	?	67%	-29%
COc1cc(C(c2sc3nc(C)nn3c2O)N2CCC3(CC2)OCCO3)cc(OC)c1OC (stereo unspecified)
→ 13%	-2%	-53%	0.4%	0%	-1%	2%	3%	-1	-3%	5%
COc1ccc(CC(=O)N/N=C/C=C/c2ccc3c(c2)OCO3)cc1OC
→ 3%	1%	13%	-0.5%	-3%	-2%	-12%	1%	nt	-16%	?
CC(C)C(=O)C1=Cc2cccc([N+](=O)[O-])c2OC1N1CCOCC1 (stereo unspecified)
→ -1%	-10%	-12%	11%	12%	-4%	?	-2%	4	-26%	-3%
CCOC(=O)c1cccc(C2=CC(=O)C[C@H](c3ccc(OC)c(OC)c3)C2)c1
→ -11%	-1%	-30%	-0.1%	-21%	7%	12%	-5%	22	-37%	-8%
Cc1cc(C(C)(C)C)cc(C)c1COC(=O)C1CCC(=O)N1 (stereo unspecified)
→ 1%	-4%	-12%	-0.3%	-1%	-1%	-4%	4%	7	0%	6%
COc1ccccc1CNC(=O)c1ccccc1N(C)S(C)(=O)=O
→ -1%	-5%	0%	0.0%	-4%	0%	nt	-1%	-1	-7%	20%
O=C(N/N=C/c1cccc([N+](=O)[O-])c1O)c1cccs1
→ 0%	1%	10%	0.2%	?	-2%	-9%	-1%	3	-84%	-6%
CCOC(=O)Cn1nc(C)n(-c2ccc(C(C)(C)C)cc2)c1=O
→ 0%	-1%	0%	0.0%	3%	1%	4%	2%	-3	2%	-12%
CCC(C)(C)NC(=O)c1cc([N+](=O)[O-])ccc1N1CCCCC1
→ -5%	0%	2%	-1.1%	-3%	-4%	3%	2%	?	-18%	6%
O=C(CCN1C(=O)/C(=C/c2ccc3c(c2)OCO3)SC1=S)NNC(=O)c1cccnc1
→ 3%	-9%	-11%	0.4%	2%	-6%	-4%	2%	2	-1%	9%
Cc1ccc(C(=O)N/C(=C\c2ccc(-c3ccc(Br)cc3)o2)C(=O)NCCCN(C)C)cc1
→ 10%	-5%	-20%	-0.3%	-8%	136%[activator]	?	-1%	10	-97%	4%
O=C(NC(=S)Nc1ccc(S(=O)(=O)N2CCCC2)cc1)c1cccs1
→ 5%	-1%	?	-0.8%	-5%	-2%	-6%	-9%	1	-24%	-15%
CCC(=O)OCC(=O)Nc1ccc(OC)cc1[N+](=O)[O-]
→ 0%	-6%	-18%	0.0%	19%	3%	2%	0%	1	-1%	12%
O=C(NC(=S)NCCN1CCOCC1)c1ccc(Cl)cc1Cl
→ 0%	-2%	-2%	-1.1%	-1%	0%	8%	1%	-4	7%	?
